Mcl-1 Bim block: disrupts Bim peptide binding to human Mcl-1; Q07820; Bead-based flow cytometry, Bim peptide-Mcl-1 binding; inhibition, % at 10 µM; 190,000 compounds, 0.1% hits; in the data active means inhibition above about 40%;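 further: 0% = no compound tracer wells and 100% = peptide blocker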
Target sequence (Q07820 whole entry, looked up): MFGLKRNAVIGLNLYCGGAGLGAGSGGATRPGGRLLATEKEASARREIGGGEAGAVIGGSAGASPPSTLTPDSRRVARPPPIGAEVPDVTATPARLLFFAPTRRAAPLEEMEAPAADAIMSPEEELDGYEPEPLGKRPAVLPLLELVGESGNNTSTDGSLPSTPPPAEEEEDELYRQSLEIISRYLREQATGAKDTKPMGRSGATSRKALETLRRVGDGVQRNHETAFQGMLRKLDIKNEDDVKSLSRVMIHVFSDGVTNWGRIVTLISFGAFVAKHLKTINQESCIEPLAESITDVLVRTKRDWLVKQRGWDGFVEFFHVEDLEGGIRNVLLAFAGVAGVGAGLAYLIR
Mcl1-Bid inh: Mcl-1/Bid interaction inhibition | Q07820 | TR-FRET Mcl-1/Bid-Dy647 peptide binding, 1536-well | inhibition, % at 21.7 µM | 220,000 compounds, 0.97% hits | AID 1021;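 active means compounds that cut the binding signal by more than half at the single screening dose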;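 further: His-tagged Mcl-1 with europium anti-His antibody binding Bid BH3 peptide; 0% = Mcl-1 plus peptide wells and 100% = peptide-only wells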
Rac1 mut GTP: modulators of GTP binding to human Rac1 activated mutant; P63000; 190,000 compounds, 0.11% hits; percent activity (GTP binding), % at 10 µM; GST-Rac1 activated beads, fluorescent GTP binding, flow cytometry; actives lie on both sides; 100% means binding = to untreated wells;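 active means GTP binding at least 20 percentage points away from the 100% baseline, in either direction, so actives lie on both sides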
Pf gamet viab: P. falciparum stage V gametocyte viability inhibition; P. falciparum stage V gametocytes, ATP luminescence, 24 h; 150,000 compounds, 0.065% hits; inhibition, % at 10.9 µM;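 active means inhibition above the mean plus 3 SD of compounds within the control limits, set per campaign, cut at about 38% in these data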;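 further: 0% = DMSO wells and 100% = medium only without gametocytes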
HRas wt GTP: changes GTP binding to wildtype human HRas. P01112. 190,000 compounds, 0.14% hits. GST-Ras wt beads, Bodipy-FL-GTP binding, flow cytometry; actives lie on both sides. GTP binding activity, % at 10 µM. AID 759;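 active means GTP binding activity at least 20% away from the 100% baseline, either lowered as inhibitor or raised as activator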;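 further: 0% = unlabeled GTP competition control and 100% = no-compound control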
Target sequence (P01112 whole entry, looked up): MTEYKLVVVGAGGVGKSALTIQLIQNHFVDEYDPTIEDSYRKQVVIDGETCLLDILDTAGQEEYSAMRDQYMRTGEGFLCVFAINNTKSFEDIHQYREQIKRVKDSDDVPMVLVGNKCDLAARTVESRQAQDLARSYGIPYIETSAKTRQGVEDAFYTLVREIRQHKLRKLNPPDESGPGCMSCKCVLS
Rab7 wt GTP bind: dog Rab7 wildtype GTP binding, inhibitors and activators | GST-Rab7 beads, fluorescent GTP binding, flow cytometry; actives lie on both sides; untreated = 100%, excess cold GTP = 0% | GTP binding activity (percent of control), % at 10 µM | 190,000 compounds, 0.055% hits;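 active means fluorescent GTP binding to Rab7 beads changed by at least 20 points from the 100% baseline, either direction, mostly lower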;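 further: median green fluorescence of bound Bodipy-FL-GTP per Rab7 bead population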
Mcl1-Noxa inh: Mcl-1/Noxa interaction inhibition. AID 1022. Q07820. 220,000 compounds, 1.5% hits. TR-FRET Mcl-1/Noxa peptide binding, 2 h. inhibition, % at 21.7 µM;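 active means compounds that cut the protein-peptide binding signal by more than 50% relative to plate controls in a single-dose test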;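 further: His-tagged Mcl-1 with rhodamine Noxa BH3 peptide and terbium anti-His antibody; 0% = Mcl-1 plus Noxa peptide wells and 100% = peptide-only wells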
Rac1 wt GTP bind: alters GTP binding to wildtype human Rac1 | GST-Rac1 beads, fluorescent GTP binding, flow cytometry; actives lie on both sides; 0 = cold GTP competed, 100 = untreated | P63000 | 190,000 compounds, 0.27% hits | AID 757 | GTP binding activity (% of control), % at 10 µM;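 active means GTP binding activity at least 20 points away from the 100% control level, either lower or higher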
Avidin fluor: compound fluoresces at 488/530 nm on avidin beads; compound fluorescence 488/530 nm, flow cytometry; active compounds read high; 220,000 compounds, 0.38% hits; AID 1775; fluorescence (KMESF) at 10 µM; in the data active means fluorescence above about 47; further: inactives centre near 10
Rab2 wt GTP: changes GTP binding to wildtype dog Rab2A, up or down; 190,000 compounds, 0.19% hits; GST-Rab2 wt beads, Bodipy-GTP binding, flow cytometry; GTP binding activity, % at 10 µM; P61105;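 active means GTP binding activity at least 20 points away from 100%, either lowered or raised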;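 further: 0% = beads with excess unlabeled GTP and 100% = no-compound control corrected for plate trend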
Cdc42 wt: human Cdc42 wildtype GTP binding change, either direction | percent activity (GTP binding), % at 10 µM | GST-Cdc42 beads, Bodipy-GTP binding, flow cytometry; actives lie on both sides | 190,000 compounds, 0.2% hits | P60953;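 active means percent activity GTP binding at least 20 points away from the 100% baseline, either down as inhibitor or up as activator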;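 further: median bead fluorescence of bound Bodipy-FL-GTP at 100 nM; 0% = excess unlabeled GTP control and 100% = no compound control; below 100% means less GTP binding so inhibitor and above means activator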
Target sequence (P60953 whole entry, looked up): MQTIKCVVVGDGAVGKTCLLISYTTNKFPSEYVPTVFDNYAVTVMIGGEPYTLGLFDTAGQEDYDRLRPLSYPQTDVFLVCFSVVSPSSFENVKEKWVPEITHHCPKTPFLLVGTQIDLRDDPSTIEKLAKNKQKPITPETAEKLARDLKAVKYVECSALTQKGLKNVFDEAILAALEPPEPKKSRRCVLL
An asterisk follows results filed as active; x = no result given.

entry	mol	Mcl-1 Bim block	Mcl1-Bid inh	Rac1 mut GTP	Pf gamet viab	HRas wt GTP	Rab7 wt GTP bind	Mcl1-Noxa inh	Rac1 wt GTP bind	Avidin fluor	Rab2 wt GTP	Cdc42 wt
1	Cc1ccc(NC(=O)N2CCC(NC(=O)C(C)(C)C)CC2)cc1	-2	-37	102	18	101	96	9	99	10	103	101
2	CC(=O)N1CCN=C1SCc1c(F)cccc1Cl	-3	2	98	x	100	101	-3	107	8	103	107
3	O=C(C1=C[C@H](C2CC2)C[C@H](OCc2ccc(CO)cc2)O1)N1CCOCC1	-2	-3	96	x	96	103	8	97	5	98	97
4	COc1cc(OC)c(OC)cc1/C=N/NC(=O)CC1C(=O)NN=C1C (configuration not stated)	0	-30	98	x	97	97	11	100	1	101	100
5	O=C(O)CC1S/C(=N/N=C/c2ccc(-c3ccc(Cl)cc3[N+](=O)[O-])o2)NC1=O (configuration not stated)	-4	-29	94	-15	94	94	25	98	2	94	96
6	COc1ccc(-c2[nH]c(-c3ccc(F)cc3)nc2SCC(=O)NC2CCCC2)cc1	-3	-15	96	x	98	96	-8	102	x	97	96
7	CC1=CC(C)(C)N(C(=O)CN2C(=O)CCC2=O)c2ccc(C)cc21	0	-12	97	-1	97	102	2	98	10	98	102
8	O=C(C1CCCN(S(=O)(=O)c2ccccc2[N+](=O)[O-])C1)N1CCCC1 (configuration not stated)	-4	-1	97	1	98	98	0	103	11	95	101
9	NC(=O)C1CCN(C(=O)Cn2cccc2C(=O)c2ccccc2)CC1	-5	-24	96	x	95	93	-15	94	3	97	97
10	O=c1c2c(nc3nc(COc4ccccc4)[nH]n13)CCC2	-1	-7	100	-22	102	100	16	100	16	101	99
11	CCOC(=O)c1c(C)oc2ccc(NS(=O)(=O)c3cccs3)cc12	4	-25	101	2	105	102	17	104	14	104	103
12	CC(=O)NNc1ncnc2c1cnn2-c1ccc(C)c(Cl)c1	-1	-11	97	18	98	103	-3	98	21	98	97
13	Cc1ccc(C(=O)N2N=C3c4ccccc4S(=O)(=O)N3[C@H]2N(C)C)cc1	0	-8	96	x	99	105	-2	100	11	98	98
14	Brc1cc2[nH]cnc2c2ccccc12	0	-24	95	x	102	99	11	95	14	97	102
15	Brc1cc(Br)c2nc(-c3cccs3)ccc2c1	0	-17	102	x	103	98	-1	107	7	101	101
16	COC(=O)c1ccc(CNC(=O)CSC2=NCCS2)cc1	0	-4	98	-31	97	100	-2	100	26	97	99
17	COc1cc(OC)cc(C(=O)NC(=S)Nc2ccc(Cl)c(C(=O)O)c2)c1	0	-36	98	-18	100	96	11	98	10	97	101
18	O=[N+]([O-])c1ccccc1N/N=C/c1c[nH]c2ccccc12	2	-9	96	2	94	102	21	91	40	101	92
19	c1ccc(-c2nc(NCc3ccco3)c3ccccc3n2)nc1	-1	-61	100	-35	100	101	-51	107	10	101	102
20	COCCNC(=O)Cn1cnc2sc(C)c(S(=O)(=O)N3CCC(C)CC3)c2c1=O	-1	-14	99	x	103	99	-25	106	32	102	99
21	Cc1ccc(-n2c(SCC(N)=O)nc3c([nH]c4ccccc43)c2=O)cc1	1	-27	99	x	102	101	-10	102	4	99	102
22	COc1ccc(NC(=O)N[C@@H](CCSC)C(=O)O)cc1Cl	1	-72	100	x	103	101	9	106	12	100	103
23	COc1ccccc1C(=O)Nc1ccc2c(c1)nc1n2CCN(Cc2ccccc2)C1	-2	-22	96	10	97	95	-4	98	9	94	95
24	CC(C)C(C)NC(=O)COc1ccc(S(=O)(=O)N2CCOCC2)cc1[N+](=O)[O-] (configuration not stated)	-4	-45	98	16	103	102	-2	104	11	101	102
25	COc1ccccc1Oc1ccc(N/C=C/C(=O)c2ccc(C)o2)cc1	1	-35	95	4	95	95	10	95	9	95	95
26	CNC(=O)c1csc(-c2ccc(C)cc2)n1	-3	-11	102	-12	104	104	-4	105	11	101	103
27	CCCOc1ccc(C(=O)C(CCC(CNCC)C(=O)c2ccc(OCCC)cc2)CNCC)cc1 (configuration not stated)	-4	-7	100	11	99	101	8	102	17	100	98
28	CCCOc1cc(C)c(S(=O)(=O)n2ccc(C)n2)cc1C	-2	4	95	1	96	95	2	95	15	95	99
29	CCC(C(=O)NC1CCCCC1)n1c(SCc2ccc(F)cc2)nc2ccncc21 (configuration not stated)	-5	-4	97	x	98	94	0	101	7	96	98
30	CCOC(=O)C1C(c2ccc(C)o2)NC(=O)NC1(O)C(F)(F)F (configuration not stated)	-3	-17	100	x	102	103	15	106	20	102	107
31	C=CCN1C(=O)C(C)S/C1=N\S(=O)(=O)c1ccc(Cl)cc1 (configuration not stated)	-5	-10	97	10	100	100	8	102	9	97	98
32	CS(=O)(=O)N1CCC(C(=O)Nc2ccc(Br)cc2F)CC1	-2	0	96	x	99	97	14	100	10	98	97
33	Cc1nc(C(C)NC(=O)CCc2nnc(Cc3c[nH]c4ccccc34)o2)cs1 (configuration not stated)	-1	-60	96	4	98	100	-1	101	9	98	101
34	CC(C)(C)NC(=O)c1cccc2c1OC(C)(C)C2	-4	7	98	27	103	100	4	105	1	102	103
35	C=CCNC(=O)c1ccc(C(=O)c2ccccc2)cc1	-3	-10	101	16	104	96	10	102	16	105	105
36	O=C(Cc1ccc(Cl)cc1)Nc1ccccc1C(=O)Nc1ccc(C(=O)O)cc1	-1	4	91	2	93	91	-4	91	11	95	96
37	COc1ccc(/C=C/C(=O)c2ccccc2)c(OC)c1	-1	-11	93	x	94	91	-4	97	7	93	94
38	O=C(NCCN1CCc2ccccc2C1)C1CC(=O)N(C2CCCC2)C1 (configuration not stated)	-2	-34	100	x	101	102	-1	105	10	103	103
39	Cc1ccc(S(=O)(=O)/N=S(/C)c2ccccc2)cc1 (configuration not stated)	0	-25	102	-5	103	104	-26	107	5	103	105
40	O=C(Nc1nc(-c2ccc(Cl)cc2Cl)cs1)C1CCCO1 (configuration not stated)	-2	-13	99	2	99	100	8	99	9	99	96
41	Cc1nnc(NC(=O)C2CCCN(S(=O)(=O)Cc3ccccc3)C2)s1 (configuration not stated)	-5	-15	99	27	98	102	-2	103	16	99	98
42	CN(CCCNC(=O)c1ccc(N2CCCC2=O)cc1)c1ccccc1	-11	-37	98	x	97	96	21	101	5	97	98
43	CCOC(=O)C1CCN(C(=O)COc2cccc(C)c2)CC1	-4	-17	100	-1	102	99	1	102	17	99	101
44	Nc1cc(N)nc(SCC(=O)c2ccc3c(c2)NC(=O)CO3)n1	-4	-35	97	-6	96	94	3	100	10	95	95
45	COCCNC(=O)c1cc2c(=O)n3cccc(C)c3nc2n(Cc2ccncc2)c1=N	-1	-5	95	-9	97	98	1	95	33	96	97
46	O=c1c2ccccc2ncn1Cc1cccc2ccccc12	-2	-26	90	-11	93	101	7	95	9	91	91
47	CC(=O)c1cc(C#N)c(Oc2cc(C)cc(C)c2)nc1C	-5	-3	91	-11	94	92	2	91	36	91	92
48	CCOC(=O)N1CCC(NC(=O)c2cc(C(=O)Nc3ccc(F)cc3F)ccc2CO)CC1	0	-19	101	x	101	103	-5	111	9	105	102
49	Cc1ccc(S(=O)(=O)N2CCCCC2C(=O)N2CCN(c3ccccc3F)CC2)cc1 (configuration not stated)	-2	-42	98	16	102	101	-5	102	15	101	100
50	CCN1C(=O)c2ccc(-c3nc4ccccc4c(=O)o3)cc2C1=O	-1	9	92	x	94	98	1	95	5	94	93
51	COCCCNc1nc2nonc2nc1N1CCN(C2CCCC2)CC1	1	-32	98	15	95	98	-23	100	12	96	97
52	CCn1c(=O)n(CC)c2cc(S(=O)(=O)N3CCOCC3)ccc21	-4	2	105	x	106	100	2	109	39	104	110
53	Cn1c(=O)c2c(nc(NCc3ccco3)n2CCc2ccccc2)n(C)c1=O	-1	-96	98	x	99	99	-3	103	9	100	98
54	CN(C)C(=O)COC(=O)/C=C/c1cn(-c2ccccc2)nc1-c1cccs1	-2	-10	94	24	98	107	12	97	10	97	97
55	CC(C)CNC(=O)Cn1nc(C(F)(F)F)c2c1CCCC2	2	-22	98	-2	97	101	4	100	11	96	97
56	CC1=CC(C)(C)Nc2cc(C)c(C)cc21	-5	8	101	-26	100	107	27	89	9	106	99
57	COc1cccc(NC(=O)CNC(=O)c2ccc(C)cc2)c1	0	-32	95	6	98	104	9	99	10	99	100

Assay outcomes deposited in PubChem BioAssay by several laboratories.
